# From PubChem
# RTF Ca sens inh: cardiac RTF calcium desensitization | inhibition, % at 7.15 µM | IANBD-labeled cardiac RTF, Ca2+ fluorescence | AID 493244 | actives 0.12% (n = 340,000) | P19429+P45379;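 active = inhibition above the mean inhibition of all tested compounds plus 3 SD, cut at about 17% in these data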;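 note: assay run at fixed EC70 calcium of 1.6 mM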
# DAGLB inhibitor: blocks human DAGLB lipase activity. HEK293T DAGLB membrane lysate, EnzChek fluorogenic substrate. AID 504411. Q8NCG7. actives 0.059% (n = 340,000). inhibition, % at 5.17 µM; in the data active = inhibition above about 34%;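 note: 0% = enzyme with vehicle and 100% = wells lacking enzyme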
# Target sequence (Q8NCG7 whole entry, looked up): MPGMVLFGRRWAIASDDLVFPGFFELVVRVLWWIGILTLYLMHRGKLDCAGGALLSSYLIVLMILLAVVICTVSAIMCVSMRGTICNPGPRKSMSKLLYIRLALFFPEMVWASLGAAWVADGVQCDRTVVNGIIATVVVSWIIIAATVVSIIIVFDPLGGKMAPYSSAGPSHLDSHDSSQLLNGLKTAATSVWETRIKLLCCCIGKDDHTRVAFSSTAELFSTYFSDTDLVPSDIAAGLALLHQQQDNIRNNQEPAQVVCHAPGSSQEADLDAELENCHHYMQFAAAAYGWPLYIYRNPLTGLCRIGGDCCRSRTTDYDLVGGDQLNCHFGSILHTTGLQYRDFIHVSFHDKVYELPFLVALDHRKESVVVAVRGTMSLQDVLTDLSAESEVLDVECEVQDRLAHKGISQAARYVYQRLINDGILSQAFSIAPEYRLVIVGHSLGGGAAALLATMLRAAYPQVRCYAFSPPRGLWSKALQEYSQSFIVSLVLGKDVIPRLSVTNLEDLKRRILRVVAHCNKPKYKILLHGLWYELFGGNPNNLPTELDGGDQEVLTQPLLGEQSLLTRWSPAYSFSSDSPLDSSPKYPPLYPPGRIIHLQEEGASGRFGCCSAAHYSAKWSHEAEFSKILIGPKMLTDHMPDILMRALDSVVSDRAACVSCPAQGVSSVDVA
# SR-BI uptake up: SR-BI HDL lipid transfer activation; CHO ldlA[mSR-BI] cells, DiI-HDL uptake fluorescence, 3 h; 100 = double the neutral-control signal; activation, % at 12.5 µM; actives 0.096% (n = 320,000); AID 504775;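 active = mean replicate activation of at least 60% and every replicate at or above 60%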;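 note: 0% = median plate neutral-control signal and 100% = twice that signal; values of inactives mirror those of a sister screen read the other way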
#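 material = CHO ldlA[mSR-BI] cells | medium = Ham's F12 with 0.5% BSA, HEPES 25 mM, pH 7.4 | reagent = fluorescent DiI-HDL, 10 µg/mL final | compound dosing = single-point compound dose | incubation = 3 h, 37 °C | measured by = bottom-read fluorescence, 550/595 nm | measure = HDL uptake via cellular fluorescence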
# PvdQ inh: P. aeruginosa PvdQ acylase inhibition; purified PvdQ acylase, fluorescence plate reader; inhibition, % at 10 µM; actives 0.063% (n = 340,000); AID 488965; in the data active = inhibition above about 30%, passing the limit was not always enough;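 note: 0% = vehicle neutral wells and 100% = reference inhibitor wells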
# C-LANA FP: inhibitors of KSHV LANA C-terminal domain DNA binding; actives 0.078% (n = 340,000); inhibition, % at 9 µM; AID 504423; MBP-C-LANA/FAM-LBS DNA binding, fluorescence polarization;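 active = highest replicate inhibition at or above 60% at 9 µM, even if other replicates fall short; inactive = all replicates below 60% inhibition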;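 note: 0% = neutral control wells and 100% = 4 µM acridine orange control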
# Arrestin-AP2 inh: blocks beta-arrestin peptide binding to AP2 adaptin | FITC-arrestin peptide / GST-AP2 beads, flow cytometry; AP2 beta2 appendage carries R879A mutation | inhibition, % at 10 µM | actives 0.31% (n = 340,000) | AID 504490;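 active = inhibition above a set limit, near 3 SD of compounds lacking own fluorescence, cut at about 54% in these data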;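 note: plate controls were DMSO wells for no effect and 5 µM unlabelled arrestin peptide for full effect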
#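 System: GST-AP2 R879A glutathione beads; medium: PBS, Tween 20 0.05%, BSA 0.1%; reagent: fluorescein-tagged arrestin peptide at 50 nM final; schedule: pre-incubation 12 min, peptide binding 1 h, room temperature; detection: flow cytometry, FL1 (488/535 nm); read-out: inhibition as reduced fluorescein signal on beads, percent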
# PKA-R2B act: PKA-R2B complex activation; P22694+P31323; PKA-R2B holoenzyme dissociation, Cy5-IP20 fluorescence polarization; R2B truncated from residue 108, S112A mutant; 0% DMSO only, 100% 113 µM cGMP; activation, % at 11.4 µM; actives 0.079% (n = 340,000); AID 504700;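 active = activation above a cutoff set at the mean over all compounds plus 3 SD, cut at about 18% in these data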;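 note: higher means more holoenzyme dissociation and a rise in polarization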
# Target sequence (P31323 whole entry, looked up, other chains not shown, the tested form may be a part): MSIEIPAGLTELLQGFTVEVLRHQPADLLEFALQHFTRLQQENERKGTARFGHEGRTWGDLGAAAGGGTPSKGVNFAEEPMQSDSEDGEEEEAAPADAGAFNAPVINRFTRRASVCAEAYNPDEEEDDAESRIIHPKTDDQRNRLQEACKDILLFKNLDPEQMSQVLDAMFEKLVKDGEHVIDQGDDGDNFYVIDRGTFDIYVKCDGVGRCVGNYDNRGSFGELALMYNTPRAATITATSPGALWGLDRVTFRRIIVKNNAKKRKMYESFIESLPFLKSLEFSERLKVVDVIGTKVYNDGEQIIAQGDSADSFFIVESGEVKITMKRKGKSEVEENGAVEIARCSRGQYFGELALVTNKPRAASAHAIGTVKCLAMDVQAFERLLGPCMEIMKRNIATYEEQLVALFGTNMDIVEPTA
# NSD2 HMT inh: inhibitors of human histone methyltransferase NSD2; O96028; NSD2 peptide methylation, AlphaScreen, 120 min; inhibition, % at 12.5 µM; actives 0.54% (n = 310,000); AID 743445; in the data active = inhibition above about 50%
# SR-BI DiI inh: inhibitors of mouse SR-BI mediated HDL lipid uptake; AID 488896; actives 0.96% (n = 320,000); Q61009; inhibition, % at 12.5 µM; ldlA[mSR-BI] CHO cells, DiI-HDL uptake fluorescence, 3 h;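 active = mean replicate inhibition of at least 70% and a set share of replicates each scoring 70 or more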;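 note: 0% = median of neutral control wells and 100% = median of positive control wells; values of inactives mirror those of a sister screen read the other way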
# Keap1 Nrf2 FP: disrupts human Keap1 binding to Nrf2 peptide. Q14145. Keap1 Kelch-Nrf2 peptide fluorescence polarization, 1536-well. inhibition, % at 9.4 µM. actives 0.15% (n = 340,000). AID 504523; in the data active = inhibition above about 12%;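 note: human Keap1 Kelch domain with fluorescein labeled Nrf2 9mer peptide probe; 0% = neutral control wells and 100% = peptide positive control; higher means more block of Keap1 binding to Nrf2 peptide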
# An asterisk follows results filed as active; . = not tested or not shown.
SMILES,RTF Ca sens inh,DAGLB inhibitor,SR-BI uptake up,PvdQ inh,C-LANA FP,Arrestin-AP2 inh,PKA-R2B act,NSD2 HMT inh,SR-BI DiI inh,Keap1 Nrf2 FP
COc1ccc(C(=O)Nn2c(SCc3ccc([N+](=O)[O-])cc3)nc3ccccc3c2=O)cc1,-1,-1,-2,-4,1.7,10,12,13,2,-2
O=c1oc(-c2cccc(S(=O)(=O)N3CCOCC3)c2)nc2ccccc12,-26,2,-2,-11,0.8,-4,5,-5,2,2
CCOc1ccccc1OCC(=O)N/N=C(\C)Cc1ccc(OC)cc1,8,-2,11,0,-0.4,-4,-11,1,-11,0
Cc1oc(-c2ccccc2F)nc1CS(=O)(=O)CC(=O)NC1CCCC1,-4,3,7,-7,-0.4,5,-1,.,-7,3
COc1ccc(S(=O)(=O)/N=C2/NC(=O)/C(=C\c3ccco3)S2)cc1,-1,5,-5,-14,8.4,-15,0,17,5,0
Cc1c(OCC(=O)NC2CCN(Cc3ccccc3)CC2)ccc2c3c(c(=O)oc12)CCC3,-10,1,-13,-13,-1.7,29,0,-5,13,-3
O=C(CN(C(=O)CCC(=O)Nc1nccs1)c1ccc(F)cc1)NCc1ccccc1,-14,3,6,-8,-0.9,6,1,1,-6,1
N#CC1=C(Nc2ccccc2)SC=C(c2ccccc2)N=C1N1CCOCC1,-10,0,9,-8,-0.5,0,4,0,-9,4
COc1ccc(C(C)NC(=O)c2ccc(Br)cc2)cc1OC (stereo not drawn),-8,-1,-10,-14,0.7,-7,0,8,10,-1
Cc1ccc(S(=O)(=O)N2CCN(C(=O)C(Cc3ccccc3)NC(=O)c3ccccc3)CC2)cc1 (stereo not drawn),3,0,-1,-7,0.4,0,1,0,1,-1
Cc1ccc(CNC(=O)C2CC(c3cccc([N+](=O)[O-])c3)=NO2)o1 (stereo not drawn),-3,0,-39,1,1.7,3,-7,.,39,-3
CC(C)(C)CC(C)(C)SSc1n[nH]c(=S)s1,2,2,23,-10,-1.4,1,-7,-3,-23,-9
CCOCCCNC(=O)c1ccc(CS(=O)(=O)c2cccc(C(F)(F)F)c2)o1,-3,1,-8,-13,1.0,-6,0,17,8,-4
Cn1nccc1NC(=O)CC(CC(=O)O)c1ccccc1 (stereo not drawn),-6,3,-6,-18,-1.6,-8,-2,0,6,3
Cc1cccc2cc(CNCC3CCCO3)c(Cl)nc12 (stereo not drawn),-4,1,-9,9,-1.7,13,-5,-2,9,-3

# One compound at a time, from the list above. Screens in order: RTF Ca sens inh, DAGLB inhibitor, SR-BI uptake up, PvdQ inh, C-LANA FP, Arrestin-AP2 inh, PKA-R2B act, NSD2 HMT inh, SR-BI DiI inh, Keap1 Nrf2 FP
# `Cc1ccc(S(=O)(=O)N2CCN(C(=O)C(Cc3ccccc3)NC(=O)c3ccccc3)CC2)cc1` (stereo not drawn) is listed as 3, 0, -1, -7, 0.4, 0, 1, 0, 1, -1
# `COc1ccc(C(C)NC(=O)c2ccc(Br)cc2)cc1OC` (stereo not drawn) is listed as -8, -1, -10, -14, 0.7, -7, 0, 8, 10, -1

# Following part:
SMILES,RTF Ca sens inh,DAGLB inhibitor,SR-BI uptake up,PvdQ inh,C-LANA FP,Arrestin-AP2 inh,PKA-R2B act,NSD2 HMT inh,SR-BI DiI inh,Keap1 Nrf2 FP
COc1ccc(C2CC(c3ccccc3)=NN2c2ccc(S(N)(=O)=O)cc2)cc1 (stereo not drawn),5,2,-37,-37,0.2,4,-11,-8,37,-3
COC(=O)C1=C(N)Oc2cc(C)n(CC3CCCO3)c(=O)c2C1c1ccccc1OC (stereo not drawn),0,-1,13,-16,-0.9,26,3,5,-13,-2
COc1cccc(/C=N/NC(=O)c2ccc(-c3ccccc3)cc2)c1O,-12,7,-123,-8,1.4,-1,-1,0,123*,-6
CSc1ccccc1NC(=O)c1noc(C)c1[N+](=O)[O-],-1,-1,12,4,-1.4,1,6,-4,-12,-1
COc1cccc(Cn2c(-c3nonc3N)nc3ccccc32)c1,2,-7,-6,1,2.0,18,-8,-2,6,-5
CC(=O)Nc1ccc(-n2c(C)ccc2-c2ccccc2)cc1,-1,0,-11,3,-2.5,3,-15,3,11,-2
Cc1ccnc(SCc2cc(=O)c(OC(=O)c3cc([N+](=O)[O-])ccc3Cl)co2)n1,0,-3,10,-9,0.4,-13,2,0,-10,5
COc1ccc(C(=O)C2CCCN(Cc3cc(Cl)ccc3O)C2)c(OC)c1 (stereo not drawn),-7,-5,-13,-13,-0.9,3,-1,-4,13,-1
O=C(Nc1cccc(O)c1)c1cccc(S(=O)(=O)N2CCCC2)c1,5,-1,5,-10,-0.8,-9,-12,0,-5,-1
COc1ccc(NCc2cc3cc(OC)ccc3[nH]c2=O)cc1,-1,2,2,14,2.2,10,-6,20,-2,-3
COc1ccc(C(=O)N2CCN(c3nnnn3-c3ccccc3)CC2)cc1OC,2,-1,9,13,0.6,-7,1,1,-9,2
CC1(C)c2ccccc2N2CC(=O)N[C@@]21/C=C/C=C/c1ccccc1,-2,-1,11,6,-1.4,0,-10,20,-11,5
c1ccc(CCNc2ccc3nncn3n2)cc1,3,0,4,-5,-0.6,8,-5,.,-4,0
CC(=O)Nc1ccc(S(=O)(=O)N(C)CC(=O)N(C)Cc2sccc2C)cc1,-1,0,22,-19,1.1,-13,-2,4,-22,-6
Cc1cccc(NNC(=S)Nc2c(C)cccc2C)c1,2,-1,-6,-6,0.5,-11,-2,1,6,-3
CCCCC(CC)CNC(=O)C1C2C=CC(C2)C1C(=O)O (stereo not drawn),-10,-1,41,-1,0.4,-7,-3,-2,-41,3
Cc1ccccc1OCCC(=O)Nc1ccc(F)c(Cl)c1,-24,-6,-6,-6,-2.8,0,-4,-6,6,-4
COc1ccc([C@H]2CC(=O)C=C(c3ccccc3-c3ccccc3)C2)cc1,-5,-8,-17,-5,-0.6,4,-3,.,17,-6
CC1=CC(C)(C)N=C(Nc2ccc(C)cc2)S1,8,-2,-1,2,2.1,7,-11,-1,1,0
Cn1c(CCC(=O)OCC(=O)NCc2ccccc2Cl)nc(=O)c2ccccc21,-7,1,20,-11,-0.3,-21,4,-3,-20,2
CC(=O)C1=C(O)C(=O)N(c2ccccn2)C1c1ccc(C)cc1 (stereo not drawn),-10,1,1,-8,0.8,5,-9,0,-1,-8
NC(=O)c1c(NC(=O)Cn2cnc([N+](=O)[O-])n2)sc2c1CCCC2,-2,1,-9,-12,-0.8,-19,-5,-91,9,0
Cc1[nH]c(C)c(S(=O)(=O)N(Cc2ccccc2)C(C)(C)C)c1C(=O)N1CCCC1,-5,1,5,-19,0.6,-10,5,5,-5,1
CCC1C(c2ccccc2)=CCC(C(=O)O)C1C (stereo not drawn),1,-1,24,10,0.3,-5,5,1,-24,-3
CCC1(CC)C(=O)NN(c2ccccc2)C1=O,1,0,22,-11,0.7,4,2,2,-22,-6
COC(=O)c1ccc(C2SCC(=O)N2Cc2ccccc2)cc1 (stereo not drawn),-3,3,-8,-20,-1.9,-11,-12,-3,8,-3
CC12CCC(=O)C=C1CCC1C2C(=O)CC2(C)C1CC[C@]2(O)C(=O)CO (stereo partly drawn),-1,0,-1,4,-0.6,-13,2,-2,1,-3
O=C(COC(=O)c1cc(=O)[nH]c2ccccc12)NC(=O)NC1CCCCC1,0,2,-4,-9,-2.2,-1,-2,0,4,-6
CCN1C(=O)[C@H]2[C@@H](c3ccc(-c4ccc(C(C)=O)cc4)cc3)N[C@@](C)(C(=O)OC)[C@H]2C1=O,-2,-3,-3,2,1.0,21,-11,.,3,1
COc1cc(OC)c(C2Nc3cccc4cccc(c34)N2)c(OC)c1,0,6,-32,-4,-1.3,26,-5,4,32,-4
COc1ccc(CN2CCCC(C(=O)N3CCCCC3)C2)c(OC)c1 (stereo not drawn),-5,1,-3,-9,-0.6,10,-5,.,3,0
Nc1ccc(NC(=S)Nc2ccccc2)cc1,-8,2,-19,4,-1.5,12,3,0,19,-3
CS(=O)(=O)c1ccc(-c2cccc(NC(=O)COc3ccc(Cl)cc3)c2)nn1,-6,-1,-34,9,0.2,27,4,1,34,-3
Cc1c(C)n(C(=O)CSc2nccn2C)c2ccccc12,-2,0,8,-5,0.2,6,5,23,-8,-4
COc1ccc(S(=O)(=O)N(C)CC(=O)Nc2ccc3c(c2)OCCO3)cc1OC,1,0,22,-17,0.8,-8,-8,-4,-22,4
Cc1nc2ccccc2cc1OCc1ccc(Cl)cc1,1,-9,-17,-2,-0.8,5,-2,-3,17,-3
Cc1cc(C(=O)NCc2ccco2)on1,-8,0,14,0,3.3,8,-1,.,-14,-1
CN(C)N1C(N)=C(C#N)C(c2ccc3c(c2)OCO3)C2=C1CC(C)(C)CC2=O (stereo not drawn),0,-1,14,-9,0.3,-16,-4,-1,-14,3
Cc1cccc(-n2c(Cc3cc(=O)[nH]c(=O)[nH]3)nnc2SCC(=O)NCC2CCCO2)c1 (stereo not drawn),-5,1,-3,-6,1.7,4,-2,.,3,-4
COc1cc([N+](=O)[O-])ccc1NC(=O)C1C2C=CC(C2)C1C(=O)O (stereo not drawn),4,1,28,-1,-1.7,33,-1,-2,-28,2
Cc1cccc(-c2ncc(CN3CCN(CC(C)C)C(CCO)C3)cn2)c1 (stereo not drawn),-3,0,9,-16,0.6,-17,-2,-1,2,0
CCCCNC(=O)CN(c1cccc(Br)c1)S(C)(=O)=O,-6,0,10,11,1.2,4,-2,-2,-10,-4
CCCCCCc1cc2cc(-c3nnc(-c4ccccc4OC)o3)c(=O)oc2cc1O,-11,6,-16,-35,-0.7,3,4,.,16,-9
CN(Cc1cccc(F)c1)C(=O)CSc1nnnn1C1CC1,-3,0,-6,10,1.1,3,-8,-4,6,-1
Cn1c(=O)c2c(nc(CN3CCN(Cc4ccccc4)CC3)n2Cc2ccc(F)cc2)n(C)c1=O,-10,2,-16,-3,1.4,2,7,.,16,-6
Cc1cccc(NC(=O)CSc2nc(N)c(NC(=O)c3cccs3)c(=O)[nH]2)c1C,-2,0,0,-1,-1.2,17,0,.,0,-2
COCCCNc1nc2nonc2nc1N1CCN2CCCC2C1 (stereo not drawn),-4,-3,.,-6,0.7,-2,-8,-2,.,-2
COc1ccc(OC)c(CNC(=O)Cn2nc(C)c3c(C)n(-c4ccc(C)cc4)nc3c2=O)c1,0,0,-26,2,1.5,34,-5,3,26,2
COC(=O)COc1ccc(S(=O)(=O)Nc2cc([N+](=O)[O-])ccc2C)cc1,1,-1,24,11,-0.9,37,-12,-2,-24,-1

# Looked up above:
# Under RTF Ca sens inh, COCCCNc1nc2nonc2nc1N1CCN2CCCC2C1 (stereo not drawn) is entered as -4
# Under PvdQ inh, COc1ccc(OC)c(CNC(=O)Cn2nc(C)c3c(C)n(-c4ccc(C)cc4)nc3c2=O)c1 is entered as 2
# Under SR-BI uptake up, Cc1cccc(NC(=O)CSc2nc(N)c(NC(=O)c3cccs3)c(=O)[nH]2)c1C is entered as 0
